From PubChem
Shn3 inh set2: reduction of Shn3 3'UTR firefly luciferase signal, primary screen, Schnurri-3 inhibitor project, cell-based, Clone20 osteoblasts, set 2 | Clone20 osteoblast Shn3 3'UTR firefly luciferase, 24 h | inhibition, % at 12.5 µM | actives 0.52% (n = 360,000);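 active = mean inhibition of at least 75% with every replicate also reaching 75%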;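 also: 0% = median of neutral control wells and 100% = pilot-screen positive control compound; some compounds past the cut are filed as inactive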
NCOA3 inh: SRC3 coactivator transcriptional activity inhibitors, primary screen, cell-based, luminescence. Nuclear receptor coactivator 3 (Homo sapiens), Q9Y6Q9. HEK293 GAL4-SRC3 luciferase reporter. inhibition, % at 3.6 µM. actives 0.17% (n = 360,000);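 active = inhibition above a per-campaign cutoff, the mean of all compounds plus 3 SD, cut at about 60% in these data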;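 also: 0% = DMSO-treated cells and 100% = gossypol-treated cells at 36 µM; higher means less SRC3-driven luciferase light from the GAL4 reporter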
TWEAK Fn14 block: inhibitors of TWEAK-Fn14 signaling, primary screen, luciferase reporter cells, uHTS; TWEAK-stimulated Fn14 reporter cells, luciferase luminescence, 8 h; inhibition, % at 10 µM; actives 2% (n = 360,000); in the data active = inhibition above about 50%
EBV LMP1 NFkB: EBV LMP1-driven NF-kappaB luciferase reporter inhibitors, primary screen, cell-based, luminescence, single point. inhibition, % at 12.5 µM. actives 0.69% (n = 350,000). LMP1-induced NF-kappaB luciferase reporter cells; in the data active = inhibition above about 41%;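 also: 0% = neutral control wells and 100% = reference inhibitor control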
SRC1 inh: SRC1 coactivator transcriptional activity inhibitors, primary screen, cell-based, luminescence; AID 588354, 2011; Nuclear receptor coactivator 1 (Homo sapiens), Q15788; actives 0.12% (n = 360,000); inhibition, % at 3.6 µM; HEK293 GAL4-SRC1 luciferase reporter;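 active = inhibition above the campaign mean plus 3 SD, with each screening campaign given its own cutoff, cut at about 60% in these data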;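 also: 0% = DMSO treated cells and 100% = gossypol at 36 µM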
NR5A2 inv ag: LRH-1 (NR5A2) inverse agonists, primary screen, cell-based, luminescence, HEK293T, StAR-luciferase reporter. inhibition, % at 3.6 µM. AID 602396, 2012. LRH-1 transfected, 24 h. actives 0.13% (n = 360,000). Nuclear receptor subfamily 5 group A member 2 (Homo sapiens), O00482;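 active = inhibition above the mean inhibition of all tested compounds plus 3 SD, cut at about 73% in these data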;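 also: 0% = DMSO wells and 100% = reporter-only cells lacking LRH-1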
Target sequence (O00482 whole entry, looked up): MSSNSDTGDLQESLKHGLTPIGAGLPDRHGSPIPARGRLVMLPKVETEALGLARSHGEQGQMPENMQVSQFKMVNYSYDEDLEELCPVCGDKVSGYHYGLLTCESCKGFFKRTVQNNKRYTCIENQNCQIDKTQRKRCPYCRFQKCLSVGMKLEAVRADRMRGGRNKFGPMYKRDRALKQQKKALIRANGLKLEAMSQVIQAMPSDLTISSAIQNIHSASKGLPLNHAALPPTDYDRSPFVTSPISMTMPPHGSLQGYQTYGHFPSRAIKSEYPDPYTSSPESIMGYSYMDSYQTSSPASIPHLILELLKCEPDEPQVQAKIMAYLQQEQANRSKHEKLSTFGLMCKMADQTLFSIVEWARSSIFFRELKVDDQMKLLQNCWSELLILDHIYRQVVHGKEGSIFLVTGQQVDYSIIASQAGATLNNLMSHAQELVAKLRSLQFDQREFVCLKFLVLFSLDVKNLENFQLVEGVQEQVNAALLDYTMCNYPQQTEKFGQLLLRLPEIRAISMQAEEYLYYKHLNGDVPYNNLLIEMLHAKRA
TROY signal inh: inhibitors of TROY-driven NF-kB signaling, primary screen, Q293 LMP1-TROYcd cells, NF-kB luciferase, uHTS; Q293 LMP1-TROYcd NF-kB luciferase reporter, 4 h; inhibition, % at 10 µM; actives 0.98% (n = 360,000); AID 1347056, 2019;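 active = compounds whose plate-normalised and pattern-corrected inhibition of the luciferase reporter signal at the single screening dose is 50% or more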
CF NFkB inh: inhibitors of PAF-induced NF-kB signaling, primary screen, cell-based, GFP fluorescence, uHTS; KKLEB NF-kB-GFP reporter, GFP fluorescence overnight; inhibition, % at 5 µM; actives 0.86% (n = 360,000); AID 588850, 2011;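 active = at least 50% inhibition at 5 µM, scaled per plate between neutral and stimulator controls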;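 also: PAF is a Pseudomonas aeruginosa culture filtrate used as stimulus; plate controls were PAF-stimulated DMSO wells for no effect and unstimulated DMSO wells for full effect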
C8 TRAIL sens: viability loss with TRAIL in NB7+C8 cells, primary screen, TRAIL sensitizer project, cell-based, ATPlite luminescence. inhibition (viability loss, TRAIL sensitization), % at 10 µM. actives 1% (n = 360,000). AID 624354, 2012;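 active = compounds causing at least 50% loss of cell viability in the single-dose screen, relative to plate controls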
NR2F2 inh: NR2F2 transcriptional activity inhibitors, primary screen, cell-based, luciferase reporter, HEK293T, luminescence; COUP transcription factor 2 (Homo sapiens), P24468; HEK293T NGFI-A luciferase reporter; inhibition, % at 8.6 µM; actives 0.7% (n = 370,000); AID 686940, 2013;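 active = inhibition above a per-plate cutoff, mean inhibition of test wells between control levels plus 3 SD, cut at about 38% in these data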;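 also: cells cotransfected with COUP-TFII expression vector driving the NGFI-A reporter; 0% = median of COUP-TF2 test wells and 100% = reporter-only cells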
KKLEB cytotox: cytotoxicity in KKLEB CF airway cells, primary screen, cytotoxicity control for CF NF-kB inhibitor project, cell-based, uHTS, fluorescence assay plates. KKLEB CF airway cells viability, ATPlite luminescence, overnight; active compounds read low; cells stimulated with P. aeruginosa culture filtrate. activity change (cytotoxicity), % at 5 µM. actives 0.36% (n = 360,000);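 active = corrected activity change at or below -50% at 5 µM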
* marks the source's active call; other numbers are inactive results; . = not tested or not shown.

structure,Shn3 inh set2,NCOA3 inh,TWEAK Fn14 block,EBV LMP1 NFkB,SRC1 inh,NR5A2 inv ag,TROY signal inh,CF NFkB inh,C8 TRAIL sens,NR2F2 inh,KKLEB cytotox
CC1CCN(C(=O)CSc2nnc(-c3cccnc3)o2)CC1,-4,1,0,-6,7,0,0,-4,-2,-4,3
CCOC(CCn1c(SCc2cccc([N+](=O)[O-])c2)nc2ccccc2c1=O)OCC,-2,23,-21,4,9,-15,-5,4,1,-2,-14
COCCCNC(=O)c1ccc(N(C)S(C)(=O)=O)cc1,9,18,-18,0,-3,-6,-17,5,-30,-4,-2
CN(CCCN1CCOCC1)Cc1nc(-c2ccccc2)no1,-7,2,13,6,5,6,18,2,-2,-7,1
Cc1cccc([C@H]2[C@@H]3C=CCC[C@@H]3C(=O)N2Cc2ccccc2)c1,-8,21,6,-2,3,14,-25,-4,-3,18,13
COc1ccccc1C1CCCN1Cc1nc(-c2ccc(C)s2)oc1C (stereo not drawn),22,-121,-69,16,-51,-39,-4,1,38,-36,9
CC(=O)Nc1ccc(NC(=O)CCn2nnc3ccccc32)cc1,-1,15,15,4,10,-8,-19,24,4,-11,0
O=C(N/N=C/c1cc2ccccc2nc1Cl)/C(=C/c1cccs1)NC(=O)c1ccccc1,5,18,17,-4,-7,2,4,-30,1,1,10
CC(C)n1ncc2c(C(=O)NCCc3ccc(S(N)(=O)=O)cc3)cc(C3CC3)nc21,11,4,-15,-2,-3,-7,-24,11,12,14,-5
Cc1cc(C)n2nc(S(=O)(=O)NC(C)(C)C)nc2n1,11,8,10,-10,-1,-3,9,-11,5,-6,6
O=C(COC(=O)/C=C/c1ccc(Cl)cc1)NC1CC1,-48,1,0,5,4,-2,-10,-7,-23,-9,0
CC(=O)c1ccc(S(=O)(=O)Nc2cc3c(cc2C(C)=O)OCO3)cc1,13,12,12,-4,-5,-2,0,4,-6,5,-8
COc1ccc(C2C3CCCCC3(O)CCN2C(=O)c2cccs2)cc1 (stereo not drawn),20,7,-12,-5,13,-15,5,6,-13,9,0
Cc1cc(NS(=O)(=O)c2ccc(NC(=O)Cc3ccccc3)cc2)nc(C)n1,-9,-4,24,-2,5,-5,2,-7,-11,-10,6
CC(C)C(NC(=O)C12CC3CC(CC(C3)C1)C2)C(=O)N/N=C/C1=C(N2CCOCC2)C(=C\c2cccc([N+](=O)[O-])c2)/CC1 (stereo not drawn),-1,5,6,4,7,-10,-6,-26,11,9,10
COc1ccc(C(=O)CSc2nc(-c3ccccn3)nc(C)c2Cl)cc1,.,1,-30,1,1,1,-1,-28,-11,-13,-2
CCCCN(CCCC)S(=O)(=O)c1c(C)[nH]c(=O)[nH]c1=O,0,12,-16,6,2,4,18,-6,3,2,-5
CC(C)CCNC(=O)c1cc(S(=O)(=O)N2CCCCC2)ccc1N1CCOCC1,9,15,-4,-5,8,16,14,10,1,-5,-8
CCc1ccc(C(=O)NNc2ccccc2F)cc1,-24,-6,41,-18,-25,-28,-40,-7,-6,1,-5
Cc1cccc(C(=O)NCCc2nnc(SCC(=O)Nc3nc(C)cs3)n2C)c1,8,6,8,-1,-2,0,6,14,4,-1,-4
COc1ccc(CCN2C(=O)CCC2(C)C(=O)NC2CCCC2)cc1OC (stereo not drawn),1,2,-62,3,10,7,11,-3,3,5,8
COC(=O)c1ccc(NC(=S)NC2CC3CCC2C3)cc1 (stereo not drawn),-16,-50,-14,-7,-51,-81,-30,6,18,-49,-6
O=C(CN1CCN(S(=O)(=O)c2ccc(Cl)cc2)CC1)NC(=O)NC1CCCCC1,14,-9,10,-1,8,-1,-1,-14,20,6,5
NS(=O)(=O)c1cc([N+](=O)[O-])ccc1NCc1cccnc1,-3,15,-2,-5,7,6,-3,1,-3,13,1
Cc1ccc(-c2nnn(CC(=O)N3CCCCC3)n2)o1,1,-4,-14,-1,-16,-5,15,-15,4,-14,2
COc1ccc(CCNC(=O)C2CC(c3cccc(F)c3)=NO2)cc1 (stereo not drawn),-12,18,6,0,-101,-16,13,-3,-6,9,11
COc1ccccc1N1C(=O)C(=O)N(C)C1=O,4,20,17,9,14,7,5,0,-1,6,6
Cc1cc2nc(C(C)(C)C)c(Cc3ccccc3C(F)(F)F)n2c(C)c1Br,.,.,3,.,.,10,5,.,15,7,.
O=C(O)c1ccc2c(c1)C(=O)N(c1ccc(OCc3ccccc3)cc1)C2=O,-15,-1,-7,-2,2,-33,-9,-13,7,4,-17
O=C(NCCN1CCOCC1)c1cc(-c2ccc(F)cc2)nc2ccccc12,6,-17,-1,1,-33,21,-5,-13,6,-3,28
Cc1cc(C(=O)OCC(=O)Nc2cc(S(=O)(=O)N(C)C)ccc2C)c2ccccc2n1,3,13,20,-9,-7,5,22,-8,-3,1,-1
O=c1oc2ccccc2c2c1nc(C(F)(F)F)n2-c1ccccc1,-5,15,-7,3,-11,-19,-2,4,-4,3,-6
CC(C)C(=O)NN1c2ccccc2CCc2ccccc21,-10,12,7,1,-20,16,-22,0,-5,-2,-5
CCCCn1c(Cl)nc2c1c(=O)n(C)c(=O)n2C,-19,1,-10,4,-5,-6,0,-7,-3,-16,-1
CN(Cc1cn(C)nc1-c1cccc(Cl)c1)C1CCOCC1,-6,5,11,1,-18,-10,-1,0,0,-17,6
C[C@@H]1CN([C@@H](C)CO)C(=O)c2cc(Br)cnc2O[C@H]1CN(C)S(=O)(=O)c1ccccc1,1,-28,5,-16,5,-20,-7,-3,-9,3,-11
C[n+]1ccccc1C1CCCC/C1=N\NC(N)=S (stereo not drawn),30,21,-1,-6,5,11,-7,6,-6,-14,13
CCn1cc(C(=O)N2CCCc3ccccc32)c2cc(OC)c(OC)cc2c1=O,19,-5,9,-7,3,-1,10,0,-18,-11,7
Oc1c(C(Nc2ccccn2)c2cccnc2)cc(Cl)c2cccnc12 (stereo not drawn),49,29,10,9,17,20,-9,11,39,21,-3
CC(=O)c1cnc(N(C)C)s1,-5,-2,0,7,-2,-16,-4,7,-8,-3,-6
O=C(O)CC/C(=N\Nc1ccc([N+](=O)[O-])cc1S(=O)(=O)N1CCOCC1)c1cccs1,-6,-9,-5,-2,3,1,15,-17,-21,-5,10
CCc1c(C)nc2ncnn2c1N1CCCC(C(=O)Nc2ccc(NC(C)=O)cc2)C1 (stereo not drawn),-5,9,7,2,-32,17,-5,-11,-4,-4,-4
CCc1c(C)nc2c(-c3ccccc3OC)c(C)[nH]n2c1=O,3,-1,-3,8,24,10,10,15,-25,-1,-12
Cc1cc(OCC(O)CN(CCO)CCO)ccc1Cl (stereo not drawn),-56,21,-9,-18,-1,15,-11,-5,-15,-2,0
Cc1ccc(-n2ncc3c(=O)n(CC(=O)NC4CCCCC4)cnc32)cc1C,2,15,34,4,2,17,36,2,2,5,-2
Cc1ccccc1C(=O)NCC(=O)OC(C)C(=O)NCc1ccco1 (stereo not drawn),7,16,11,0,-1,-1,5,-24,-5,-17,9
c1ccc(CNCc2ccc(CNCc3ccccc3)cc2)cc1,13,8,10,-5,-14,-10,-21,12,19,2,-6
CCN(CC(=O)Nc1ccc2c(c1)OCCO2)C(=O)C1CC(=O)N(c2ccc(OC)cc2OC)C1 (stereo not drawn),-12,11,-12,0,14,7,-1,4,-17,3,2
CCOC(=O)c1sc(=S)n(-c2ccc3c(c2)OCO3)c1N,-5,-14,-7,1,2,12,-23,-2,-12,-7,-6
CCCCn1c(N)c(N(CC(C)C)C(=O)CSCC(=O)Nc2cccc(C)c2)c(=O)[nH]c1=O,10,-21,-8,2,4,-4,13,2,-8,4,-6
CC(=O)c1ccc(NC(=O)CCc2nnc3ccc(NCc4ccco4)nn23)cc1,-79,-64,-15,-8,-50,-61,-24,-1,-12,-45,-5
CC(C)=C1SC(N2CCN(c3ccc(C)cc3)CC2)=NC1=O,7,-6,-16,-1,10,-27,-8,4,4,9,0
CCOC(=O)CSc1nc(C)c2cc(C)c(C)cc2n1,-1,20,-14,-7,-7,-6,-28,-14,0,-1,-11
COc1ccccc1NC(=O)Nc1cc(C(C)(C)C)nn1C,17,14,0,1,7,5,11,5,-2,13,-12
CCc1c(C(=O)NNC(=S)NCC2CCCO2)csc1C (stereo not drawn),-3,16,6,-10,-6,1,-6,-4,-9,0,7

Only part of the results is shown; the hit share may differ from the screen's.
